hgDAF12 agonist: H. glycines DAF-12 receptor agonists, primary screen, cell-based, luminescence, HEK293, GAL4 fusion, UAS-luciferase. Nuclear hormone receptor DAF-12 (Heterodera glycines), GAL4 fusion. HEK293 GAL4-hgDAF12 UAS-luciferase reporter, agonist luminescence; normalized to butyrate control. activation, % at 6.8 µM. 1.8% of 370,000 active;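 active = activation above a cutoff set at the mean of all screened compounds plus 3 SD, cut at about 10% in these data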;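 note: 0% = DMSO wells and 100% = sodium butyrate wells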
NR1D1 modulator: modulators of Rev-erb alpha DNA binding, primary screen, biochemical, FITC-DNA, fluorescence polarization, uHTS; Nuclear receptor subfamily 1 group D member 1 (Homo sapiens), P20393; Rev-erbα–FITC-DNA binding, 90 min; activity, % at 10 µM; 0.79% of 370,000 active; AID 1259318, 2017;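 active = activity above about 14%, limit read from the data; passing the limit was not always enough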;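 note: 0% = DMSO wells with 35 nM protein and 100% = DMSO wells with 750 nM protein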
PLC-gamma1 inh: PLC-gamma1 enzyme inhibitors, primary screen, biochemical, fluorescence, purified enzyme | fluorogenic substrate | inhibition, % at 12.2 µM | 0.84% of 370,000 active | 1-phosphatidylinositol 4,5-bisphosphate phosphodiesterase gamma-1 (Homo sapiens), P19174 | AID 720700, 2013; in the data active = inhibition above about 9.5%
DAX1 inh-1: DAX1 (NR0B1) inhibitors, primary screen, cell-based, HEK293, Gal4-DAX1, luciferase luminescence; 0.99% of 340,000 active; HEK293 Gal4-DAX1 luciferase reporter; inhibition, % at 6.75 µM; AID 504766, 2011; Nuclear receptor subfamily 0 group B member 1 (Homo sapiens), P51843;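 active = inhibition above the mean over all tested compounds plus 3 SD, cut at about 4.2% in these data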;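 note: 0% = DAX1-transfected cells with DMSO and 100% = empty-vector control cells with DMSO; inhibition shows as a rise in luminescence from relieved DAX1 repression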
Target sequence (P51843 207-470 limits assumed): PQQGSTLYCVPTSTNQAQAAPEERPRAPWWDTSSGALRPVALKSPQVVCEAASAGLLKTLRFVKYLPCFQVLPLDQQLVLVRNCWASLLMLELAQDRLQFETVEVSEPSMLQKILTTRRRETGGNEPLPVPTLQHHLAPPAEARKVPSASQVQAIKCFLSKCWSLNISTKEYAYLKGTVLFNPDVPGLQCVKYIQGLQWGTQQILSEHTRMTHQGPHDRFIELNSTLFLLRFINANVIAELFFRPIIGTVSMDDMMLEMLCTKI
PLC-beta3 inh: human PLC-beta3 inhibitors, primary screen, biochemical, fluorescence | 1-phosphatidylinositol 4,5-bisphosphate phosphodiesterase beta-3 (Homo sapiens), Q01970 | Purified PLC-beta3, fluorogenic substrate | inhibition, % at 12.2 µM | 0.18% of 370,000 active; in the data active = inhibition above about 11%;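 note: 0% = median of compound wells on plate and 100% = full blocker control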
DAX1 inh-2: DAX1 (NR0B1) inhibitors on StAR promoter, primary screen, cell-based, luminescence, SF-1 (NR5A1), full-length DAX-1; HEK293T StAR-luciferase reporter, SF-1/DAX-1 repression relief; inhibition, % at 6.8 µM; 1.1% of 370,000 active; AID 652010, 2013;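 active = inhibition above the mean over all tested compounds plus 3 SD, cut at about 3.6% in these data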;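 note: 0% = DAX-1 cells with DMSO and 100% = cells lacking DAX-1 with DMSO; higher inhibition means more luminescence from relief of DAX-1 repression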
SMARCA2 act: SMARCA2 (BRM) function activators, primary screen, cell-based, luminescence, high throughput; MG213 cells, MMTV-luciferase reporter, dexamethasone, overnight; activation, % at 9.1 µM; 1% of 370,000 active; AID 652017, 2013; in the data active = activation above about 7.8%;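 note: 0% = vehicle wells and 100% = reference activator wells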
hcDAF12 agonist: H. contortus DAF-12 nuclear receptor activators, primary screen, cell-based, luminescence, HEK293, lit1-tk-luc reporter; activation, % at 6.8 µM; 1.4% of 370,000 active; AID 652067, 2013; HEK293 hcDAF-12 lit1-tk-luc reporter; 0% DMSO, 100% Δ7-dafachronic acid;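 active = activation above the mean of all tested compounds plus 3 SD, cut at about 5.5% in these data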;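 note: 100% = response to 3 µM Δ7-dafachronic acid high control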
ssDAF-12 act: S. stercoralis DAF-12 nuclear receptor activators, primary screen, cell-based, luminescence, HEK293, GRIP1 co-expression, lit1-tk-luc; activation, % at 6.8 µM; 1% of 370,000 active; Nuclear hormone receptor DAF-12 (Strongyloides stercoralis); HEK293 ssDAF-12/GRIP1 lit1-tk-luc reporter; % of 3 µM dafachronic acid response; AID 652126, 2013;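 active = activation above the mean over all tested compounds plus 3 SD, cut at about 0.9% in these data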;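 note: 0% = DMSO-only wells and 100% = 3 µM delta7-dafachronic acid wells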
ADAM17 inh: ADAM17 inhibitors, primary screen, biochemical, QFRET; recombinant ADAM17, EDANS/DABCYL FRET peptide cleavage; inhibition, % at 6.95 µM; 0.83% of 370,000 active; AID 720648, 2013; Disintegrin and metalloproteinase domain-containing protein 17 (Homo sapiens), P78536;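 active = inhibition above the mean of compounds lying between control limits plus 3 SD, set per campaign, cut at about 8.5% in these data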;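 note: 0% = DMSO-only wells as the low control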
Target sequence (P78536 215-824 limits assumed): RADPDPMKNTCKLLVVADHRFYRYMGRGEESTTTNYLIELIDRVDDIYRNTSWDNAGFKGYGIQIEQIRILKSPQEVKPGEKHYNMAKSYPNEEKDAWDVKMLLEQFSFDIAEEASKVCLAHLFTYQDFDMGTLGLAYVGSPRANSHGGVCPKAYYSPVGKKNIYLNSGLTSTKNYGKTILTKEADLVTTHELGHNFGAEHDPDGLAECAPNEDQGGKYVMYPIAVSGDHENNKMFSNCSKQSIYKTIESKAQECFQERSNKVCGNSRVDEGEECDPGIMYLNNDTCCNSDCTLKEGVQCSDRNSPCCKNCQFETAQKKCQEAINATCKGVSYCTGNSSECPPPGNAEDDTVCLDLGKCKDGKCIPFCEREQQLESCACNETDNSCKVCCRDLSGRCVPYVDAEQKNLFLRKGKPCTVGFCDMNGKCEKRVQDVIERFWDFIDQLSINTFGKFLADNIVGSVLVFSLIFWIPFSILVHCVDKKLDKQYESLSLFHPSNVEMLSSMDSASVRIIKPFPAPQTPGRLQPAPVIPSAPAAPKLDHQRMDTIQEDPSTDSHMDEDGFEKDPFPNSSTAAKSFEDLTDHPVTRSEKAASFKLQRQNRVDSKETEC
MBD2 inh: inhibitors of MBD2 binding to methylated DNA, primary screen, biochemical, TR-FRET, DNA-binding domain, human; MBD2 binding to methylated oligonucleotide; Methyl-CpG-binding domain protein 2 (Homo sapiens), Q9UBB5; AID 686964, 2013; 0.31% of 370,000 active; inhibition, % at 4.4 µM; in the data active = inhibition above about 13%
Numbers without * were called inactive; i = inactive; nt = not tested or not shown. No enrichment for hits; about 7.4% have a hit in one of these screens.

entry	Structure	hgDAF12 agonist	NR1D1 modulator	PLC-gamma1 inh	DAX1 inh-1	PLC-beta3 inh	DAX1 inh-2
1	CNc1nc(C23CC4CC(CC(C4)C2)C3)cs1	-3.1	2	-3	-2.0	-9	-0.7
2	O=C(CNC(=O)c1ccco1)NCC(=O)OCc1cccc(C(=O)Oc2ccccc2)c1	0.4	-5	0	-0.3	-1	-0.7
3	CCc1ccc(NC(=O)Cn2nnc(C(=O)NCc3cccs3)c2N)cc1	-3.9	-4	0	1.2	-2	0.4
4	Cc1cccn2c(=O)c(C=C(C#N)C#N)c(N3CCN(c4cccc(Cl)c4)CC3)nc12	1.9	0	-13	0.0	-19	-0.3
5	Cc1ccc(OCCCC(=O)Nc2ccc(Cl)c(S(=O)(=O)N3CCOCC3)c2)cc1	-4.3	8	3	-3.0	-5	-6.3
6	CC(C(=O)NCc1ccccn1)c1ccc([N+](=O)[O-])cc1 (stereo not drawn)	0.2	-3	2	1.6	4	0.6
7	Cc1nnc(SCC(=O)Nc2sc3c(c2C(N)=O)CCCC3)[nH]c1=O	-0.3	-6	-6	2.7	-13	-1.2
8	COc1ccccc1Cc1c(-c2ccc(Cl)cc2)nc2c(Cl)cc(C(F)(F)F)cn12	1.2	5	-3	nt	-5	1.1
9	CCC(=O)O[C@]1(C(=O)CCl)[C@@H](C)C[C@H]2[C@@H]3CCC4=CC(=O)C=C[C@]4(C)[C@@]3(F)[C@@H](O)C[C@@]21C	-1.8	3	-1	0.0	-2	3.0
10	O=C(Nc1ccc(S(=O)(=O)NC2=NCCCCC2)cc1)c1ccc(Cl)cc1Cl	-4.4	-1	7	-0.3	-8	-4.9
11	O=C(Nc1ccccc1C(=O)NCCCN1CCOCC1)c1ccc(Cl)cc1	-1.1	-2	0	0.3	-5	-0.7
12	CCCn1c(SCC(=O)c2ccc3c(c2)OCCO3)nnc1-c1ccco1	-1.1	10	-3	0.0	-2	-0.9
13	CC1CCCN(C(=O)C2CCN(CC(C)c3ccccc3)CC2)C1 (stereo not drawn)	-1.4	-1	1	0.7	0	-0.6
14	c1ccc(-c2c[nH]c3cccc(-c4cc5ccccc5o4)c23)cc1	3.0	0	-295	nt	-405	-0.7
15	COc1ccc(OC)c(/C=C2\Oc3cc(OCC(=O)N4CC(O)C[C@H]4C(=O)O)ccc3C2=O)c1 (stereo partly drawn)	0.3	-2	i	3.1	i	0.8

entry	SMARCA2 act	hcDAF12 agonist	ssDAF-12 act	ADAM17 inh	MBD2 inh
1	-4	-1.4	-1.6	-1	4
2	-2	-0.5	-1.2	-3	4
3	2	-1.9	-1.1	0	0
4	-1	0.8	-0.9	-8	3
5	-5	-3.1	-2.5	2	-1
6	0	-0.4	0.5	-1	-2
7	-3	0.2	-1.8	-4	-1
8	-3	0.5	0.7	-4	0
9	-1	0.3	0.0	1	-3
10	-5	-2.4	-0.9	0	9
11	-3	-1.1	-1.0	0	0
12	-3	2.1	-1.0	-1	0
13	0	-1.3	-1.1	-3	-1
14	-3	3.1	-0.4	-214	-2
15	1	-0.2	-1.1	5	-17

Continued.
entry	Structure	hgDAF12 agonist	NR1D1 modulator	PLC-gamma1 inh	DAX1 inh-1	PLC-beta3 inh	DAX1 inh-2
16	COC(=O)[C@H]1[C@H](c2ccccc2)[C@H](C(=O)OC)O[C@H]1c1ccccc1	0.4	-1	4	1.1	2	-0.2
17	CCOc1ccc(N(CC(=O)N2CCC(Cc3ccccc3)CC2)S(C)(=O)=O)cc1	-3.8	-3	0	-1.0	-9	-1.4
18	O=C(CCC(=O)c1cccs1)NCc1ccccc1	-1.0	-1	8	-0.7	4	0.4
19	COCCN1C(=O)CSCC1(C)C(=O)Nc1ccc2c(c1)OCCO2 (stereo not drawn)	0.9	-3	2	nt	2	1.3
20	NS(=O)(=O)c1ccc(CCN2C(=O)CCC2=O)cc1	-0.4	0	0	-1.1	-2	-0.2
21	O=C(Nc1ccccc1Br)c1ccc(N2CCCC2=O)cc1	7.8	-4	4	-0.9	-8	3.1
22	O=C(/C=C/c1cc(Br)ccc1F)OCC(=O)N1CCCC1	2.2	3	-1	-0.5	-3	-0.9
23	O=C(N/N=C/c1ccc(Cl)cc1)c1cc2c(s1)-c1ccccc1CC2	2.9	6	-12	-0.7	-13	-0.1
24	COc1ccc(NC(=O)N2CCCC2C(=O)NCC2CCCCC2)cc1 (stereo not drawn)	0.8	2	1	-0.2	-3	-0.1
25	COc1ccc(NC(=S)Nc2ccc3nc(C)c(C)nc3c2)cc1	-1.3	-2	i	3.2	i	-1.2
26	NS(=O)(=O)c1ccc(CNC(=O)c2cc(-c3cccnc3)nc3ccc(Br)cc23)cc1	-2.7	43*	4	-0.5	-5	-2.6
27	CCn1cc(C(=O)O)c(=O)c2cc(F)c(N3CCN(C(=S)Nc4ccc(OC)cc4)CC3)cc21	3.9	-5	-6	1.5	-7	-0.5
28	CCOc1cc(C2NC(=O)NC(c3ccccc3)=C2C(C)=O)ccc1OC(C)=O (stereo not drawn)	-1.0	-1	-2	-0.3	-3	-0.2
29	Cc1c(Cl)cccc1NC(=S)NCc1ccccc1	-0.3	-5	0	1.1	4	-1.0
30	CCN(CC)c1ccc(C(=O)NNC(=O)Cn2c(=O)cnc3ccccc32)cc1	2.3	2	-1	2.3	1	1.0

entry	SMARCA2 act	hcDAF12 agonist	ssDAF-12 act	ADAM17 inh	MBD2 inh
16	1	-0.1	-1.7	-2	0
17	-5	-2.7	-2.2	0	-2
18	-1	-0.9	-1.3	2	-4
19	1	-0.3	-0.9	-1	-1
20	4	-1.4	-1.0	1	-5
21	2	1.4	-1.0	-4	-1
22	-2	4.4	-1.2	-1	1
23	-1	0.6	-1.2	-12	1
24	-2	1.0	-1.0	-2	-2
25	-2	-1.4	-1.9	-17	2
26	-1	-0.2	-1.6	7	-5
27	-1	-0.5	-0.3	-11	1
28	-2	0.8	-1.1	-5	2
29	3	-0.9	-0.9	0	-4
30	1	0.3	-0.8	1	1

Other records follow:
entry	Structure	hgDAF12 agonist	NR1D1 modulator	PLC-gamma1 inh	DAX1 inh-1	PLC-beta3 inh	DAX1 inh-2
31	CCOc1ccc2nc3c(cc2c1)CN(CCCO)C(=NCCOC)S3	-1.7	3	-77	-0.9	-95	-1.4
32	Cc1cc2nccc(-c3cccnc3)n2n1	-0.2	2	-2	-0.1	-12	-0.9
33	C/C=C/C=C/C(=O)OCC(=O)Nc1ccc(Cl)cc1	0.5	-2	-3	1.0	-11	0.2
34	O=C(c1ccc(-c2ccc([N+](=O)[O-])cc2)o1)N1CCCCC1	17*	-4	-53	3.6	-66	2.0
35	COCCC(=O)N1CCC(Oc2ccc(C(=O)NC(C)CCn3cccn3)cc2)CC1 (stereo not drawn)	-1.7	6	3	1.1	-2	0.8
36	CCOC(=O)C1CCCN(C(=O)/C=C/c2cc(OC)c(OC)c(OC)c2)C1 (stereo not drawn)	-0.3	-1	-15	0.3	-20	0.2
37	O=C(CCOc1ccccc1)Nc1ccc(S(=O)(=O)Nc2ncccn2)cc1	-0.8	-2	-1	0.4	-12	1.3
38	Cc1ccc(SCc2nc3ccccc3n2CC(=O)Nc2ccccc2)cc1	-0.2	-1	6	-0.9	4	-0.4
39	C#Cc1ccc(CN2CCC(N3CCC(C(=O)NCc4ccccn4)CC3)CC2)cc1	-1.0	11	4	-0.7	-1	-0.9
40	Cc1cc(O)ccc1N/C=C1\CCCC1=O	-1.9	-1	-21	-0.2	-16	-0.3
41	CC(=O)N1CCN(C(=O)c2[nH]c(C(F)(F)F)nc2-c2ccccc2)CC1	0.3	-7	2	nt	0	0.2
42	O=C(NNC(=O)c1csc(N2CCOCC2)n1)c1ccc(Cl)nc1	3.1	1	1	1.0	-10	3.3

entry	SMARCA2 act	hcDAF12 agonist	ssDAF-12 act	ADAM17 inh	MBD2 inh
31	-2	-1.1	-1.3	-85	-1
32	3	-1.3	-1.7	-1	1
33	-2	0.3	-1.0	-1	2
34	6	8.4*	-0.7	-3	9
35	3	-1.2	-0.3	-3	4
36	1	-1.0	-1.3	-17	-1
37	-1	1.2	-0.6	-3	1
38	-2	0.2	-1.3	-5	1
39	-2	-3.1	-0.8	2	-2
40	-4	0.2	-1.1	0	-1
41	-4	-0.4	-0.9	3	-2
42	0	-0.5	-0.3	-9	8

Three of the entries above in order of the hcDAF12 agonist value, rising.
item | Molecule | hcDAF12 agonist
5 | Cc1ccc(OCCCC(=O)Nc2ccc(Cl)c(S(=O)(=O)N3CCOCC3)c2)cc1 | -3.1
18 | O=C(CCC(=O)c1cccs1)NCc1ccccc1 | -0.9
21 | O=C(Nc1ccccc1Br)c1ccc(N2CCCC2=O)cc1 | 1.4

Screens (PubChem BioAssay)
